Efflux pump inh: antifungal efflux pump inhibition, Nile Red retention; S. cerevisiae Candida pump triplex; AID 485275; 330,000 tested, 0.44% active; inhibition, % at 10 µM;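 active = plate passing quality check with inhibition over a set limit, or well fluorescence over plate mean plus 4 SD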;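 also: Nile Red retained in pooled yeast measured as flow cytometry median fluorescence; 0% = buffer negative control and 100% = Enniatin B positive control; higher means more Nile Red kept so more efflux inhibition; some compounds called inactive have numbers as strong as hits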
PP1 counter: blocks human PP1-alpha phosphatase, a PP5 counter-screen | inhibition, % at 6.7 µM | purified PP1alpha, OMFP fluorescence | 320,000 tested, 0.9% active | P62136;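 active = inhibition above the mean inhibition of all tested compounds plus 3 SD, computed separately for each screening campaign, cut at about 15% in these data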
LYPLA2 inh: blocks human lysophospholipase 2, a PME1 counter-screen. O95372. recombinant LYPLA2, FP-Rh probe fluorescence polarization. inhibition, % at 5.9 µM. 320,000 tested, 0.38% active. AID 2177;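 active = inhibition above the screen-wide mean plus 3 SD, limit set per campaign, cut at about 26% in these data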;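 also: 0% = LYPLA2 with DMSO and 100% = wells lacking LYPLA2 enzyme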
PP5 inh: PP5 (human) phosphatase inhibition | P53041 | purified PP5c, OMFP substrate fluorescence | inhibition, % at 6.7 µM | 320,000 tested, 0.18% active | AID 1987;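 active = inhibition above the campaign's mean inhibition across all tested compounds plus 3 SD, cut at about 9.5% in these data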;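 also: 0% = DMSO only and 100% = 100 µM cantharidin control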
Target sequence (P53041 whole entry, looked up): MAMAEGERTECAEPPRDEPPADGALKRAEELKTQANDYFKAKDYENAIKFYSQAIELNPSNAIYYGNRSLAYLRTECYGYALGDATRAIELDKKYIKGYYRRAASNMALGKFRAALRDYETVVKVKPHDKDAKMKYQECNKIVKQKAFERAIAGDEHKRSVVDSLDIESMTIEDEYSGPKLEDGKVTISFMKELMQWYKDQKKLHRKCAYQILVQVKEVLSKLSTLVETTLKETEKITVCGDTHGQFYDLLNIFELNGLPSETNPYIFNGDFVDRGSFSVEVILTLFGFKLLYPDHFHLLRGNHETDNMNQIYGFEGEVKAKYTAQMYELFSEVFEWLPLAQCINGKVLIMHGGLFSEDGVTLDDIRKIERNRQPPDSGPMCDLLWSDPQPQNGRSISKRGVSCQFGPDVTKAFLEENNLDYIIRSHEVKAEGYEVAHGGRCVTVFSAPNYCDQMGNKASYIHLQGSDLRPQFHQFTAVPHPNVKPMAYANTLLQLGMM
Fh CTSL1 inh: counter-screen for PFM18AAP inhibitors: inhibitors of F. hepatica cathepsin L1; recombinant F. hepatica cathepsin L1, Z-Leu-Arg-MCA fluorescence; inhibition, % at 5.96 µM; 300,000 tested, 0.49% active; AID 1906;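 active = inhibition above the mean of all tested compounds plus 3 SD, set per screening campaign, cut at about 17% in these data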;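 also: 0% = plate median of test compound wells and 100% = 1 µM Z-Phe-Ala-diazomethylketone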
JMJD2C inh: inhibitors of human GASC-1 (JMJD2C) demethylase; GST-JMJD2C(1-420) H3K9me3 demethylation, DELFIA europium; inhibition, % at 2.35 µM; 330,000 tested, 0.069% active; AID 2099;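 active = more than half of a compound's replicate wells show inhibition beyond 50%, single wells judged on their own value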;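 also: signal counts dimethyl H3K9 product captured on neutravidin plate; 0% = median of DMSO wells and 100% = 0.3 times that DMSO median; strong numbers were not always called active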
Target sequence (Q9H3R0 1-420 limits assumed): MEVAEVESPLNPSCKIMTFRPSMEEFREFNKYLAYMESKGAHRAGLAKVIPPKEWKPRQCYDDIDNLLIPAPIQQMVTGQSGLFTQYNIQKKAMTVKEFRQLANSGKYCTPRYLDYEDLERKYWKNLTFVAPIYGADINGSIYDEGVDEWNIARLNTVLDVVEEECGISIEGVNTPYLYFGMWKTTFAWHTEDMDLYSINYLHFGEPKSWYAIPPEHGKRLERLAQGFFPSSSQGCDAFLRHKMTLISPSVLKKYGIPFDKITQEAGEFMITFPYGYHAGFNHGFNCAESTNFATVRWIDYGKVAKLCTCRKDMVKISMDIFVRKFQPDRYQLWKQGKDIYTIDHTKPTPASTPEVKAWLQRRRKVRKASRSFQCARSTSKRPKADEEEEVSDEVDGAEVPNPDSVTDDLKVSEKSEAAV
PREPL inhibitor: inhibitors of human prolyl oligopeptidase-like enzyme PREPL; inhibition, % at 5.96 µM; 320,000 tested, 0.68% active; Q4J6C6; recombinant PREPL, fluorescence polarization activity-based probe; in the data active = inhibition above about 43%;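 also: 0% = enzyme with DMSO and 100% = wells lacking enzyme; many of its hits are not listed in these tables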
TPT1 inhibitor: C. albicans TPT1 enzyme inhibition | inhibition, % at 5 µM | 300,000 tested, 0.81% active | AID 1962 | recombinant caTPT1, FP RNA substrate dephosphorylation;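 active = inhibition above the mean of all tested compounds plus 3 SD, set per screening campaign, cut at about 24% in these data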;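 also: plate controls were DMSO alone for no effect and ferristatin control at 100 nM for full effect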
core dimer inh: blocks dimerization of HCV core protein | inhibition, % at 5 µM | 300,000 tested, 0.33% active | AID 1899 | TR-FRET GST/Flag-core106 dimerization, 1536-well;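 active = inhibition above the mean of all tested compounds plus 3 SD, set per screening campaign, cut at about 45% in these data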
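Assay system: Tagged HCV core106 pair (GST and Flag) | Buffer or medium: KF-containing HEPES buffer, pH 7.45, DTT, CHAPS, BSA | Also added: Eu donor and XL665 acceptor anti-tag antibodies | Dosing: One concentration, 5 µM, in 0.5% DMSO | Timing: 4 h at 22.5 °C | Technique: TR-FRET 671 and 617 nm emission | Repeats: Singlicate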
The depositor's hits bear a star. Not all compounds are listed (hit frequency here may not be typical).

`O=C(NCCN1CCC(Cc2ccccc2)CC1)C1CCN(S(=O)(=O)N2CCC3(CC2)OCCO3)CC1` gave Efflux pump inh -0.1, PP1 counter 7, LYPLA2 inh 1, PP5 inh 0.6, Fh CTSL1 inh 0, JMJD2C inh 13, PREPL inhibitor 17, TPT1 inhibitor -2 and core dimer inh -11.
`Cn1nc(Cc2n[nH]c(=S)n2C)c2ccccc2c1=O` gave Efflux pump inh 0.3, PP1 counter -2, LYPLA2 inh 8, PP5 inh 2.5, Fh CTSL1 inh -4, JMJD2C inh 6, PREPL inhibitor 4, TPT1 inhibitor -4 and core dimer inh 0.
CCCS(=O)(=O)N1CCCC(C(=O)N2CCN(c3ccccn3)CC2)C1 (stereo not given) was read as Efflux pump inh 0.0, PP1 counter -1, LYPLA2 inh 2, PP5 inh -0.7, Fh CTSL1 inh -1, JMJD2C inh -3, PREPL inhibitor 2, TPT1 inhibitor -3 and core dimer inh -4.
Screening CCOC(=O)c1cc([N+](=O)[O-])sc1N returned Efflux pump inh -0.1, PP1 counter 2, LYPLA2 inh 1, PP5 inh -0.7, Fh CTSL1 inh -1, JMJD2C inh -8, PREPL inhibitor 1, TPT1 inhibitor 1 and core dimer inh -6.
For Cc1ccc(NC(=O)c2cccc(S(=O)(=O)NCc3ccccc3)c2)nc1 the results were Efflux pump inh 0.0, PP1 counter -2, LYPLA2 inh -1, PP5 inh -1.8, Fh CTSL1 inh 2, JMJD2C inh -14, PREPL inhibitor -13, TPT1 inhibitor -1 and core dimer inh 2.
`Cc1ccc(OCC(=O)Nc2nc(C)c(Cl)cc2Cl)c([N+](=O)[O-])n1` gave Efflux pump inh -0.1, PP1 counter -4, LYPLA2 inh 6, PP5 inh 2.4, JMJD2C inh 3 and PREPL inhibitor 4.
CCN(CC(=O)Nc1ccccc1OC)C(=O)c1ccc(N(C)S(=O)(=O)c2ccc(C)cc2)cc1 was read as Efflux pump inh -0.1, PP1 counter -5, LYPLA2 inh 1, PP5 inh -0.7, Fh CTSL1 inh -6, JMJD2C inh 3, PREPL inhibitor 2, TPT1 inhibitor -2 and core dimer inh 3.
For Cc1nnc(SCC(=O)Nc2nc3c(s2)CC(C)CC3)s1 (stereo not given) the results were Efflux pump inh -0.1, PP1 counter -1, LYPLA2 inh 6, PP5 inh 2.0, Fh CTSL1 inh -4, JMJD2C inh 4, PREPL inhibitor -1, TPT1 inhibitor -3 and core dimer inh -7.
Cc1cc(C)c(S(=O)(=O)N2CCN(C)CC2)c(C)c1 was read as Efflux pump inh 0.0, PP1 counter 0, LYPLA2 inh 1, PP5 inh 2.8, Fh CTSL1 inh 2, JMJD2C inh -7, PREPL inhibitor 1, TPT1 inhibitor 3 and core dimer inh -3.
CCOC(=O)c1c(-c2ccccc2)csc1N1C(=O)Nc2ccccc2N1O was read as Efflux pump inh -0.1, PP1 counter 1, LYPLA2 inh -4, PP5 inh 0.8, Fh CTSL1 inh 0, JMJD2C inh -21, PREPL inhibitor -1, TPT1 inhibitor -1 and core dimer inh 8.
Screening CC(=O)c1cccc(NC(=S)NC(=O)CC(C)(C)C)c1 returned Efflux pump inh 0.1, PP1 counter -1, LYPLA2 inh 12, PP5 inh 4.3, Fh CTSL1 inh -2, JMJD2C inh 1, PREPL inhibitor 18, TPT1 inhibitor -2 and core dimer inh 0.
`CC(C)NS(=O)(=O)c1ccc(CCC(=O)N2CCCCC2)cc1` gave Efflux pump inh 0.0, PP1 counter -1, LYPLA2 inh -8, PP5 inh -0.3, Fh CTSL1 inh 3, JMJD2C inh 2, PREPL inhibitor 4, TPT1 inhibitor -5 and core dimer inh -4.
O=C1NC(=Nc2cccc([N+](=O)[O-])c2)SC1(CO)CO was read as Efflux pump inh 0.0, PP1 counter 0, LYPLA2 inh 0, PP5 inh 1.8, Fh CTSL1 inh 0, JMJD2C inh 19, PREPL inhibitor -8, TPT1 inhibitor 0 and core dimer inh 8.
For CCSc1nnc2c(Cl)cc(Cl)cn12 the results were Efflux pump inh 0.3, PP1 counter -3, LYPLA2 inh 2, PP5 inh -2.6, Fh CTSL1 inh 1, PREPL inhibitor -2, TPT1 inhibitor -8 and core dimer inh -3.
`CN1CCN(C(=O)c2cc(=O)c3cc(Cl)ccc3o2)CC1` gave Efflux pump inh -0.1, PP1 counter 1, LYPLA2 inh -4, PP5 inh -1.0, Fh CTSL1 inh -1, JMJD2C inh 2, PREPL inhibitor 6, TPT1 inhibitor 2 and core dimer inh 9.
`COc1cccc(-n2c([S-])c(C(=O)Nc3ccc(S(=O)(=O)N4CCOCC4)cc3)[n+]3cc(C(N)=O)ccc23)c1` gave Efflux pump inh 0.1, PP1 counter -2, LYPLA2 inh -10, PP5 inh 1.3, Fh CTSL1 inh 1, JMJD2C inh 10, PREPL inhibitor 16, TPT1 inhibitor -3 and core dimer inh 39.
NC(=O)c1cc(S(=O)(=O)N2CCCC2)ccc1OCc1ccc(F)cc1 was read as Efflux pump inh -0.1, PP1 counter 3, LYPLA2 inh 0, PP5 inh 0.3, Fh CTSL1 inh 2, JMJD2C inh -10, PREPL inhibitor -7, TPT1 inhibitor 3 and core dimer inh 0.
`COc1cccc(N2CCN(C3OC(=O)c4ccccc43)CC2)c1` (stereo not given) gave Efflux pump inh 0.1, PP1 counter 2, LYPLA2 inh 3, PP5 inh 1.6, Fh CTSL1 inh -1, JMJD2C inh -42, PREPL inhibitor 5, TPT1 inhibitor -6 and core dimer inh -7.
For C=CCn1c(=O)/c(=C/c2ccc(F)cc2)s/c1=C(\C#N)c1nnc2n1CCCCC2 the results were Efflux pump inh 0.0, PP1 counter 1, LYPLA2 inh 10, PP5 inh 2.6, Fh CTSL1 inh 5, JMJD2C inh 39, PREPL inhibitor 10, TPT1 inhibitor -1 and core dimer inh 6.
`O=C(CNS(=O)(=O)c1ccccc1)OCC(=O)c1ccc(OC(=O)c2ccccc2)cc1` gave Efflux pump inh 0.0, PP1 counter 3, LYPLA2 inh 4, PP5 inh 0.0, Fh CTSL1 inh -36, JMJD2C inh 1, PREPL inhibitor 11, TPT1 inhibitor 0 and core dimer inh 2.
CCCN1CCC(NC(=O)Cc2ccc(C)cc2)CC1 was read as Efflux pump inh 0.1, PP1 counter 2, LYPLA2 inh 2, PP5 inh 1.7, Fh CTSL1 inh -4, JMJD2C inh 14, PREPL inhibitor 11, TPT1 inhibitor 0 and core dimer inh 0.
Cc1cc(C)n(C(=O)CNC(=O)c2ccccc2Br)n1 was read as Efflux pump inh 0.0, PP1 counter -4, LYPLA2 inh -6, PP5 inh -1.2, Fh CTSL1 inh 0, JMJD2C inh 3, PREPL inhibitor 7, TPT1 inhibitor 2 and core dimer inh 12.
Screening COC(=O)c1cccnc1-n1c(=O)c2cccnc2n(Cc2cccc(OC)c2)c1=O returned Efflux pump inh -0.1, PP1 counter 1, LYPLA2 inh -2, PP5 inh 1.3, Fh CTSL1 inh 1, JMJD2C inh 7, PREPL inhibitor 7, TPT1 inhibitor 0 and core dimer inh -9.
CN(C)/C=N/c1nc(Sc2ccc(C(F)(F)F)cc2[N+](=O)[O-])n[nH]1 was read as Efflux pump inh 0.1, PP1 counter -3, LYPLA2 inh -5, PP5 inh -1.1, Fh CTSL1 inh 1, PREPL inhibitor 2, TPT1 inhibitor 2 and core dimer inh 4.
`Cc1ccc(NC(=O)NC(=O)CSc2n[nH]c(N)n2)c(C)c1` gave Efflux pump inh 0.1, PP1 counter -3, LYPLA2 inh 8, PP5 inh -0.7, Fh CTSL1 inh 1, JMJD2C inh -4, PREPL inhibitor 1, TPT1 inhibitor -1 and core dimer inh 6.
`Fc1ccc(C2CCCN2Cc2nc(Cc3ccccc3)no2)cc1` (stereo not given) gave Efflux pump inh 0.0, PP1 counter 2, LYPLA2 inh 4, PP5 inh -0.3, Fh CTSL1 inh 1, JMJD2C inh -9, PREPL inhibitor 0, TPT1 inhibitor 0 and core dimer inh 0.
N#CC1=C(N)Oc2cc(O)ccc2C1c1cccs1 (stereo not given) was read as Efflux pump inh -0.1, PP1 counter -6, LYPLA2 inh -5, PP5 inh -1.2, Fh CTSL1 inh 0, JMJD2C inh -3, PREPL inhibitor 4, TPT1 inhibitor 2 and core dimer inh -4.
For CCCCC(CC)C(=O)Nc1ccc(Nc2ccccc2)cc1 (stereo not given) the results were Efflux pump inh -0.4, PP1 counter 4, LYPLA2 inh 8, PP5 inh 1.1, Fh CTSL1 inh 1, JMJD2C inh 0, PREPL inhibitor 29, TPT1 inhibitor -1 and core dimer inh -8.
`CCCCOc1cccc(C(=O)NNC(=S)NC2CCCCC2)c1` gave Efflux pump inh 0.1, PP1 counter 0, LYPLA2 inh -3, PP5 inh 1.4, Fh CTSL1 inh 2, JMJD2C inh 9, PREPL inhibitor 5, TPT1 inhibitor 0 and core dimer inh 5.
For CCOc1ccccc1CN1CCC(Oc2cccc(C(=O)NCCOC)c2)CC1 the results were Efflux pump inh -0.1, PP1 counter 1, LYPLA2 inh -3, PP5 inh 3.8, Fh CTSL1 inh 4, JMJD2C inh 4, PREPL inhibitor -2, TPT1 inhibitor 0 and core dimer inh -4.
`CC(C)(C)C(=O)Nc1nnc(-c2ccncc2)o1` gave Efflux pump inh 0.8, PP1 counter -2, LYPLA2 inh -3, PP5 inh -0.7, Fh CTSL1 inh 0, JMJD2C inh 2, PREPL inhibitor 12, TPT1 inhibitor 1 and core dimer inh -10.
For COc1ccc2c(c1)sc(=N)n2C the results were Efflux pump inh -0.1, PP1 counter 3, LYPLA2 inh 0, PP5 inh 1.4, Fh CTSL1 inh 0, JMJD2C inh 26, PREPL inhibitor 5, TPT1 inhibitor 1 and core dimer inh -5.
CC(C)N=C1SCC(C)(/C=N/O)S1 (stereo not given) was read as Efflux pump inh -0.1, PP1 counter -3, LYPLA2 inh -1, PP5 inh -0.8, Fh CTSL1 inh -4, JMJD2C inh 1, PREPL inhibitor 4, TPT1 inhibitor -2 and core dimer inh 1.
`COc1cccc(Cn2nnc(C(=O)NCCc3ccc(Cl)cc3)c2N)c1` gave Efflux pump inh -0.1, PP1 counter -2, LYPLA2 inh -4, PP5 inh 0.4, Fh CTSL1 inh 0, JMJD2C inh -1, PREPL inhibitor 1, TPT1 inhibitor 0 and core dimer inh -3.
Screening O=C(/C=C/c1cccs1)Nc1ccc(N2CCOCC2)c(S(=O)(=O)Nc2ccccc2Cl)c1 returned Efflux pump inh -0.4, PP1 counter 6, LYPLA2 inh -52, PP5 inh 0.9, Fh CTSL1 inh 2, JMJD2C inh -2, PREPL inhibitor 1, TPT1 inhibitor -4 and core dimer inh 28.
Screening CCOc1ccc(N(CC)C(=O)c2cn(CC)c(=O)c3cc(OC)c(OC)cc23)cc1 returned Efflux pump inh 0.4, PP1 counter 7, LYPLA2 inh 0, PP5 inh 2.4, Fh CTSL1 inh 1, JMJD2C inh 12, PREPL inhibitor 4, TPT1 inhibitor -4 and core dimer inh -4.
C=CCN1C(=O)N/C(=C/c2ccccc2OCC(=O)Nc2ccc(F)cc2)C1=O was read as Efflux pump inh 0.0, PP1 counter -2, LYPLA2 inh -2, PP5 inh 0.1, Fh CTSL1 inh 0, JMJD2C inh 0, PREPL inhibitor 1, TPT1 inhibitor -2 and core dimer inh -1.
`CC1CCN(C(=O)CSc2nnc(Cc3ccccc3)o2)CC1` gave Efflux pump inh 0.0, PP1 counter -1, LYPLA2 inh 0, PP5 inh -0.4, Fh CTSL1 inh 0, JMJD2C inh -1, PREPL inhibitor 3, TPT1 inhibitor -5 and core dimer inh -1.
